# Source: PubChem
# HCT116 PTEN-null – suppresses growth of cells with PTEN deletion; HCT116 PTEN-null viability, CellTiter-Glo, 60 h; active compounds read low; viability, % at 10 µM; 140,000 tested, 1.2% active; AID 827;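 active = viability at or below a set limit, 4 SD under the median of all tested compounds, cut at about 3.7% in these data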;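 note: PTEN knockout HCT116 line with beta catenin targeted HCT116 as companion control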
# NPY-Y2 antag – NPY-Y2 (human) receptor antagonism; P49146; NPY-Y2 expressing cells, antagonist mode; inhibition, % at 2.7 µM; 140,000 tested, 0.99% active; in the data active = inhibition above about 17%;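 note: 0% = vehicle with agonist challenge and 100% = reference antagonist with challenge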
# Target sequence (P49146 whole entry, looked up): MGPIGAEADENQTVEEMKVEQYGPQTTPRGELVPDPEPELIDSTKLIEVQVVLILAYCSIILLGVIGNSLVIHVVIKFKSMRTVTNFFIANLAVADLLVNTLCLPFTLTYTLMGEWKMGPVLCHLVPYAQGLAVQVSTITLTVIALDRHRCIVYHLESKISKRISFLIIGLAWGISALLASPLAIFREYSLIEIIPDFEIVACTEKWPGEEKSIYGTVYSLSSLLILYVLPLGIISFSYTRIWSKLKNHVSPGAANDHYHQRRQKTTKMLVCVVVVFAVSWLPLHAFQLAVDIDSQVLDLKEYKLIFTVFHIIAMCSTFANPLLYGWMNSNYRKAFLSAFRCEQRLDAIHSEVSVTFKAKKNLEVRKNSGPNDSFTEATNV
# HCT116 bCat-KO – beta-catenin-lacking colon tumor cell growth suppression; HCT116 beta-catenin knockout viability, CellTiter-Glo, 60 h; active compounds read low; viability, % at 10 µM; 140,000 tested, 1.5% active; AID 818;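 active = viability at or under a set limit, the compound median less 4 SD, cut at about 6% in these data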;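 note: 0% = Hyamine 1622 control at 20 µM and 100% = untreated cell control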
# MRP1 act – activates MRP-1; H69AR cells + doxorubicin, viability rescue, CellTiter-Glo; viability increase, % at 10 µM; 140,000 tested, 0.61% active; AID 799;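 active = viability gain under doxorubicin at or above a set limit, the compound median plus 3 SD, cut at about 4.7% in these data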;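 note: MRP-1 overexpressing cells given doxorubicin 25 µM after compound pretreatment; 18-22 h compound pretreatment then 72 h with doxorubicin before readout; 0% = doxorubicin-only wells and 100% = vehicle-treated cells without doxorubicin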
# Yeast life ext – extends the lifespan of yeast; inhibition of the nicotinamide effect, % at 10 µM; 130,000 tested, 0.68% active; S. cerevisiae growth with nicotinamide, OD615; deaD strain in restrictive glucose medium;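 active = inhibition above a set limit, placed 3 SD over the median of all compounds, cut at about 26% in these data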;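 note: 0% = nicotinamide-treated wells and 100% = cells grown without nicotinamide; some compounds called inactive have numbers as strong as hits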
#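 Material: Modified budding yeast, DeaD strain | Medium: Restrictive glucose medium | Probe or stimulus: 1.5 mM nicotinamide | Dosing: Single dose 10 µM compound, 0.25% DMSO | Times: 48 h at 30 °C | Technique: OD615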
# Yeast growth inh – chemicals that inhibit yeast BB579 growth in restrictive medium (lifespan-shortening candidates); inhibition, % at 10 µM; 140,000 tested, 0.51% active; AID 804; S. cerevisiae BB579 growth, OD615, 48 h;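 active = inhibition above a set limit, 3 SD over the mean compound inhibition, cut at about 44% in these data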; note: inactives centre near -24
#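 Material: Saccharomyces cerevisiae DeaD strain BB579, replicative lifespan model yeast; buffer or medium: CSMM-D restrictive synthetic medium containing dextrose (glucose); compound: 10 µM single dose, DMSO 0.25%; timing: 48 h compound exposure at 30 °C after 4 h preincubation; signal: turbidity as optical density at 615 nm; benchmarks: positive control amphotericin B 10 µg/mL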
# E-sel TNF inh – TNF alpha driven E-selectin expression inhibition | HUVEC TNFa-induced E-selectin immunofluorescence, high content | 120,000 tested, 0.71% active | inhibition, % at 2 µM;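 active = inhibition above the batch mean plus 3 SD, and confirmed as a hit on visual image review, cut at about 43% in these data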;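 note: 0% = TNF-stimulated DMSO wells and 100% = unstimulated control wells; not every result past the cut was called active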
# Measles CPE – protection of cells from measles virus | Measles virus-infected cells, CPE protection, absorbance | protection (pct of control), % at 4 µM | 140,000 tested, 1.5% active; in the data active = protection mostly above about 24%, no sharp cut-off; inactive = mostly below about 26%; note: some compounds called inactive have numbers as strong as hits
# Phagocytosis inh – macrophage phagocytosis inhibition; 110,000 tested, 0.07% active; AID 1029; J774A.1 macrophage IgG-bead phagocytosis, imaging; inhibition, % at 5 µM;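 active = inhibition above the mean of the plate negative controls plus 5 SD, cut at about 13% in these data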;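 note: phagocytic index as fraction of beads internalized from green versus red external bead signal; plate controls were DMSO negative control for no effect and cytochalasin-D positive control for full effect; some results beyond the cut were filed as inactive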
# GALR2 blocker – antagonists of human galanin receptor 2 (GALR2). GALR2-expressing cells, antagonist mode. inhibition, % at 4 µM. 140,000 tested, 0.39% active; in the data active = inhibition above about 27%;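 note: cells stimulated with galanin 1-16 at roughly its EC80; 0% = agonist challenge control and 100% = basal control without agonist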
# Target sequence (O43603 whole entry, looked up): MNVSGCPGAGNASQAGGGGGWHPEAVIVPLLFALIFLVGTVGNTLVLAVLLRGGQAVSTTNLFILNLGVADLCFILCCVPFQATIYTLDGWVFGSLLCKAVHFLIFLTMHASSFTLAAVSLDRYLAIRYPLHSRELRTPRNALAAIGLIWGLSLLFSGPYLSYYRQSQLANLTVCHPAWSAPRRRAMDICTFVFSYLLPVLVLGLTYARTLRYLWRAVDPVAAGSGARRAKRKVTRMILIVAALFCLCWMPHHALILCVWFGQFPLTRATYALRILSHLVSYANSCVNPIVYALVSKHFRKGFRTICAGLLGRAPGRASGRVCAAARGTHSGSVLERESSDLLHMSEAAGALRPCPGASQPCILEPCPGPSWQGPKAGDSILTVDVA
# An asterisk follows results filed as active; . = not tested or not shown.
SMILES,HCT116 PTEN-null,NPY-Y2 antag,HCT116 bCat-KO,MRP1 act,Yeast life ext,Yeast growth inh,E-sel TNF inh,Measles CPE,Phagocytosis inh,GALR2 blocker
Cc1nc2ccccc2n1CCc1nc2c3ccccc3nc(SCC#N)n2n1,76,2,82,-2.5,-18,10,-21,2,-6,0
O=c1cc(N2CCc3ccccc3C2)[nH]c(=O)n1Cc1ccc(F)cc1,100,4,97,-1.6,-5,-25,25,7,.,1
O=C(NCc1ccccn1)c1cc(-c2ccc(Cl)cc2)nc2ccccc12,79,27*,80,-2.0,1,-47,3,2,-3,0
COc1cc(C2CC(=O)c3c(ccc4ccccc34)N2)ccc1O (centres undefined),90,3,91,-1.2,-8,-14,-4,5,-16,3
CSc1nc2c(c(=O)n1Cc1ccccc1)SC(C)C2 (centres undefined),88,8,89,0.3,-2,-26,25,4,0,-3
N#CC1=C(S)N(c2ccccc2)C(c2ccc(-c3cccc(Cl)c3)o2)NC1=O (centres undefined),86,1,79,-4.6,4,-12,.,17,-6,0
Cc1cc(C)c(NC(=O)CN(c2ccccc2)S(=O)(=O)N(C)C)c(C)c1,76,3,69,-1.0,-4,-22,.,20,0,-11
CC1(C(=O)CSc2nc3ccccc3s2)CCC(=O)O1 (centres undefined),99,3,98,-3.9,-6,6,-19,17,.,-6
O=C(OCn1ncc(Br)c(Br)c1=O)c1c(F)cccc1F,1.5*,0,1.4*,-2.7,22,36,23,0,1,96*
Cc1ccc2c(c1)[C@H]1OCC[C@H]1[C@@H](c1ccncc1)N2,97,-2,97,-0.6,-8,5,.,2,0,9
CCOC(=O)C(NCc1ccccc1OC)(NC(=O)c1ccccc1)C(F)(F)F (centres undefined),92,1,99,-0.8,0,-76,-10,2,0,-1
CC(=O)c1c(N)nc2n(c1=O)CCCCC2,107,0,107,-1.9,-12,-38,-21,5,-1,10
COc1ccc2cc(C(c3nnnn3C(C)(C)C)N3CCc4ccccc4C3)c(=O)[nH]c2c1 (centres undefined),4,2,3.5*,-5.0,-18,-15,5,2,-1,1
CCCCn1c(SCC(=O)N2c3ccccc3Sc3ccccc32)nc2c1c(=O)n(C)c(=O)n2C,28,0,34,-6.7,.,-18,-22,1,.,-5
CCOC(=O)c1c(C)n(C)c2ccc(OC)c(NC(=O)CN3CCN(C4CCCCC4)CC3)c12,98,2,90,-4.4,-7,-29,8,4,2,4
Cc1ccc(C(=O)N/C(=C/c2ccco2)C(=O)NCC2CCCO2)cc1 (centres undefined),102,2,98,-1.9,0,-25,.,21,-13,7
COc1ccc(-c2[nH]c(-c3cccc(OC)c3)nc2SCC(=O)NCc2ccco2)cc1,82,3,100,-1.8,-4,3,.,14,0,-2
O=C1C2C(C(=O)N1CCc1ccccc1)C1C=CC2C12CC2 (centres undefined),82,1,91,1.0,3,-10,7,10,.,-13
C=CCn1c(C)cc(C(=O)CSc2nnc(-c3cccc(S(=O)(=O)N(CC)CC)c3)o2)c1C,72,12,70,0.8,-12,-32,.,16,-2,-22
Cc1[nH]c(=O)[nH]c(=O)c1S(=O)(=O)N1CCCC(C(=O)NCCc2ccccc2)C1 (centres undefined),104,-1,99,-0.5,-10,12,-5,18,-2,-18
Cc1ccc(NC(=O)COC(=O)CCC(=O)c2cccs2)cc1S(=O)(=O)N1CCOCC1,92,3,80,-0.7,-8,-21,16,16,0,-12
C[C@@H](C(=O)Nc1ccc2ccccc2c1)[C@H]1C[C@]1(C)[C@H](NS(=O)(=O)c1ccccc1)c1ccccc1,57,-2,66,-1.8,6,-40,-3,3,.,13
CC1CCCN(c2cc3c(cc2[N+](=O)[O-])C(=O)N(c2ccccc2)C3=O)C1 (centres undefined),103,1,93,-0.4,3,-6,-3,13,.,3
Cc1ccc(C(=O)NCCn2cc(SCC(=O)Nc3nnc(C)s3)c3ccccc32)cc1,74,0,84,1.1,-13,0,.,7,0,2
CC(C)OC(=O)C(CC(=O)O)N1CCOCC1 (centres undefined),96,3,104,-0.9,-13,-27,-22,2,.,5
COc1ccccc1/C=C/C=N/NC(=O)Cc1cccs1,99,4,96,0.5,2,-4,.,6,-3,-2
Cc1ccc(Nc2nc(N)nc(CSc3ncccn3)n2)cc1,48,-1,62,-2.9,-6,0,8,2,-2,-1
CCCC1=C(C(=O)OCC)C(c2c(C)nn(-c3ccccc3)c2Cl)C(C#N)=C(N)O1 (centres undefined),83,4,85,-2.0,-11,-33,2,1,-1,-16
Cn1c(=O)c(=O)n(C)c2cc(S(=O)(=O)N3CCC(Cc4ccccc4)CC3)ccc21,85,2,86,-1.7,-8,-42,.,4,.,3
COc1ccc(CCN2C(=O)C(Oc3ccccc3C)C2c2ccc3c(c2)OCO3)cc1 (centres undefined),47,2,61,-0.2,7,-52,.,21,-3,-8

# 13 entries from above, with bars between the fields:
molecule | HCT116 PTEN-null | NPY-Y2 antag | HCT116 bCat-KO | MRP1 act | Yeast life ext | Yeast growth inh | E-sel TNF inh | Measles CPE | Phagocytosis inh | GALR2 blocker
O=C1C2C(C(=O)N1CCc1ccccc1)C1C=CC2C12CC2 (centres undefined) | 82 | 1 | 91 | 1.0 | 3 | -10 | 7 | 10 | . | -13
C=CCn1c(C)cc(C(=O)CSc2nnc(-c3cccc(S(=O)(=O)N(CC)CC)c3)o2)c1C | 72 | 12 | 70 | 0.8 | -12 | -32 | . | 16 | -2 | -22
Cc1[nH]c(=O)[nH]c(=O)c1S(=O)(=O)N1CCCC(C(=O)NCCc2ccccc2)C1 (centres undefined) | 104 | -1 | 99 | -0.5 | -10 | 12 | -5 | 18 | -2 | -18
Cc1ccc(NC(=O)COC(=O)CCC(=O)c2cccs2)cc1S(=O)(=O)N1CCOCC1 | 92 | 3 | 80 | -0.7 | -8 | -21 | 16 | 16 | 0 | -12
C[C@@H](C(=O)Nc1ccc2ccccc2c1)[C@H]1C[C@]1(C)[C@H](NS(=O)(=O)c1ccccc1)c1ccccc1 | 57 | -2 | 66 | -1.8 | 6 | -40 | -3 | 3 | . | 13
CC1CCCN(c2cc3c(cc2[N+](=O)[O-])C(=O)N(c2ccccc2)C3=O)C1 (centres undefined) | 103 | 1 | 93 | -0.4 | 3 | -6 | -3 | 13 | . | 3
Cc1ccc(C(=O)NCCn2cc(SCC(=O)Nc3nnc(C)s3)c3ccccc32)cc1 | 74 | 0 | 84 | 1.1 | -13 | 0 | . | 7 | 0 | 2
CC(C)OC(=O)C(CC(=O)O)N1CCOCC1 (centres undefined) | 96 | 3 | 104 | -0.9 | -13 | -27 | -22 | 2 | . | 5
COc1ccccc1/C=C/C=N/NC(=O)Cc1cccs1 | 99 | 4 | 96 | 0.5 | 2 | -4 | . | 6 | -3 | -2
Cc1ccc(Nc2nc(N)nc(CSc3ncccn3)n2)cc1 | 48 | -1 | 62 | -2.9 | -6 | 0 | 8 | 2 | -2 | -1
CCCC1=C(C(=O)OCC)C(c2c(C)nn(-c3ccccc3)c2Cl)C(C#N)=C(N)O1 (centres undefined) | 83 | 4 | 85 | -2.0 | -11 | -33 | 2 | 1 | -1 | -16
Cn1c(=O)c(=O)n(C)c2cc(S(=O)(=O)N3CCC(Cc4ccccc4)CC3)ccc21 | 85 | 2 | 86 | -1.7 | -8 | -42 | . | 4 | . | 3
COc1ccc(CCN2C(=O)C(Oc3ccccc3C)C2c2ccc3c(c2)OCO3)cc1 (centres undefined) | 47 | 2 | 61 | -0.2 | 7 | -52 | . | 21 | -3 | -8

# (next part)
SMILES,HCT116 PTEN-null,NPY-Y2 antag,HCT116 bCat-KO,MRP1 act,Yeast life ext,Yeast growth inh,E-sel TNF inh,Measles CPE,Phagocytosis inh,GALR2 blocker
Cc1ccc(OCCOc2ccc(Cl)cc2Cl)c([N+](=O)[O-])n1,64,6,66,2.3,-6,-14,.,36,-8,1
COc1ccc2nc3oc(C(=O)NCc4cccs4)cc3cc2c1,74,3,87,-3.6,-9,-13,.,7,.,-17
CCOc1ccc(C(=O)NC2CCN(C(=O)N3CCCC3)CC2)cc1,103,0,99,2.0,.,-19,21,12,.,-1
CCCOc1ccc2cc(-c3ccccn3)c(=O)oc2c1,60,2,63,1.6,-4,-11,21,20,-3,-3
COCC(=O)Nc1nc2n(n1)C(c1ccccc1)CC(c1ccc(OC)cc1)N2 (centres undefined),102,3,85,-1.4,-17,-24,-20,17,-1,5
CCc1ccc(NC(=O)CS(=O)CC(=O)NCC2OCCc3ccccc32)cc1 (centres undefined),78,3,88,1.7,-6,-5,-38,6,0,9
O=C(COC(=O)c1c2ccccc2cc2ccccc12)NCC(F)(F)F,91,1,89,1.3,-8,-14,-12,8,-3,7
COC(=O)c1ccc(Cn2cnc3c(sc4nc(N5CCOCC5)c5c(c43)CCCC5)c2=O)o1,81,7,91,-3.7,-9,-39,-35,30,1,-3
Cc1ccc(C)c(NC(=S)NNC(=O)c2csc(C)c2C)c1,86,2,71,-2.4,2,-25,.,12,-6,-6
COc1cccc(C(c2nnnn2Cc2ccc(F)cc2)N2CCC(C(N)=O)CC2)c1OC (centres undefined),106,1,110,-1.5,-4,-35,15,18,-1,10
CCn1c2ccccc2c2cc(C3N=C(N)Nc4nc5ccccc5n43)ccc21 (centres undefined),93,1,86,-1.8,-12,-18,-28,.,-1,-12
Cc1ccc(-n2nc3c(n2)/C(=N/O)CC/C3=N\O)cc1,75,9,71,-6.0,.,-10,-14,7,.,0
Cc1nn(C)cc1NC(=O)c1nn(C)cc1[N+](=O)[O-],96,0,91,-0.5,4,-16,.,20,-2,-4
Cc1cccc2cc(C(c3nnnn3Cc3ccccc3)N3CCN(c4ccccc4)CC3)c(=O)[nH]c12 (centres undefined),90,3,89,-1.7,-6,-15,.,34,0,-1
O=C(O)C1CC=CCC1C(=O)NCCc1cccc(Cl)c1 (centres undefined),99,3,95,-0.8,-4,-17,33,7,-1,-13
CCCC(=O)NCCCCNC(=O)CCC,103,0,108,-0.6,-12,8,8,6,-1,-2
Cc1cc(NC(=O)c2cncc(Br)c2)no1,96,1,102,-2.6,-7,-13,-23,17,1,3
C=CCSc1nc2ccccc2n1S(=O)(=O)c1ccc(Cl)cc1,93,4,96,-0.5,.,3,-17,1,.,-1
CC(C)OC(=O)CC1=NC(=O)CS1,100,3,100,-1.3,-4,-24,-24,25,0,4
Cc1cc(C(=O)CSc2nnnn2-c2ccc(Cl)cc2)c(C)n1CC1CCCO1 (centres undefined),47,4,49,-5.8,-15,-53,8,5,0,-1
Cn1nc(-c2ccc(C(=O)N3CCN(CCO)CC3)cc2)c2ccccc2c1=O,81,1,83,-0.5,-22,-27,-6,7,0,-6
CN1CCN(C(c2cccc(Cl)c2)c2ccccc2Cl)CC1 (centres undefined),58,9,58,-4.5,-6,5,25,16,-2,-1

# 2 of the compounds above, as tab-separated lines.
Compound	HCT116 PTEN-null	NPY-Y2 antag	HCT116 bCat-KO	MRP1 act	Yeast life ext	Yeast growth inh	E-sel TNF inh	Measles CPE	Phagocytosis inh	GALR2 blocker
CCn1c2ccccc2c2cc(C3N=C(N)Nc4nc5ccccc5n43)ccc21 (centres undefined)	93	1	86	-1.8	-12	-18	-28	.	-1	-12
Cn1nc(-c2ccc(C(=O)N3CCN(CCO)CC3)cc2)c2ccccc2c1=O	81	1	83	-0.5	-22	-27	-6	7	0	-6
